UTI89 phage lysis = inhibition of K1F phage lysis, E. coli UTI89, bacterial capsule biogenesis inhibitors, alamar blue (AID 488966) | inhibition, % at 100 µM; hits with a dose series show IC50 in µM | E. coli UTI89 K1F phage lysis, alamar blue, 2 h; higher % means a stronger effect | 340,000 tested, 0.02% active;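 active = phage lysis inhibition, versus mean bacterial control, above a set limit; inconclusive = no clear call, values can overlap the other calls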;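 note: capsule biogenesis inhibitors block K1F phage lysis so surviving cells raise fluorescence; higher fluorescence means more inhibition of phage lysis; actives were called in the ten point dose series up to 300 µM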
West Nile virus CPE = West Nile virus antiviral activity, cell-based, CPE readout (AID 1621); West Nile virus-infected cells, CPE inhibition; higher % means a stronger effect; one-dose CPE inhibition, % at 10 µM; IC50 in µM for titrated hits; 290,000 tested, 0.02% active; in the data active = a potency from the dose series; inconclusive = CPE inhibition mostly from about 3.7% at the one dose, without a potency; inactive = the rest, 99 in 100 with CPE inhibition below about 2.2%; note: strong numbers were not always called active
PMI inhibitors = MPI enzyme activity inhibition – biochemical, fluorescence intensity, coupled assay, primary screen (AID 1209). purified PMI enzyme, coupled fluorescence intensity; higher % means a stronger effect. inhibition, % at 20 µM, or IC50 in µM where a hit was titrated. 190,000 tested, 0.42% active;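 note: plate controls were DMSO vehicle for no effect and wells lacking substrate for full effect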
M1AAP inhibition = P. falciparum M1AAP inhibitors, biochemical, fluorogenic H-Leu-NHMec substrate, 1536-well (AID 1445); 220,000 tested, 0.42% active; inhibition, % at 30 µM, or IC50 in µM where a hit was titrated; recombinant M1AAP, H-Leu-NHMec fluorogenic kinetic assay; higher % means a stronger effect;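 active = primary inhibition above the hit cutoff, then over 50% inhibition at one or more dose response concentrations, cut at about 23% in these data, passing the limit was not always enough; inconclusive = conflicting primary data, or primary hits not chosen for dose response; inactive = low primary inhibition, or under 50% at every dose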;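 note: plate controls were DMSO full reaction for no effect and no enzyme background for full effect; strong numbers were not always called active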
RSV antiviral HEp-2 = inhibition of RSV-induced cytopathic effect – HEp-2 cells, primary 10 µM value included (AID 2391); 310,000 tested, 0.13% active; HEp-2 cells, RSV-induced CPE inhibition; higher % means a stronger effect; one-dose CPE inhibition, % at 10 µM; IC50 in µM for titrated hits; in the data active = a potency from the dose series; inconclusive = CPE inhibition mostly from about 23% at the one dose, without a potency; inactive = the rest, 99 in 100 with CPE inhibition below about 21%; note: strong numbers were not always called active
T cell modulator = T cell immune modulators affecting CD8 T cell-vesicle binding; 2C CD8+ T cell-vesicle binding, flow cytometry; hits give low values; calls only at 7 µM; 330,000 tested, 0.068% active; AID 2052;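 active = response, share of CD8 T cells binding vesicles, and their 90th percentile fluorescence all below set limits, cut at about 80% in these data, passing the limit was not always enough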
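Also added: QL9-peptide-loaded Drosophila micro-vesicles bearing Ld, ICAM-1 and B7-1; Test system: purified 2C TCR transgenic mouse naive CD8+ T cells; Measured by: cytometric PE anti-B7-1 and Alexa647 anti-CD8 signals after 1% paraformaldehyde fixation; Timing: binding step 1.5 h, 37 °C, antibody labelling 20 min, ice.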
TNAP activators = stimulation of alkaline phosphatase TNAP activity – biochemical, luminescent, no phosphate acceptor, uHTS, primary screen (AID 1001); purified TNAP, luminescent activation assay, no phosphate acceptor; higher activation fold means a stronger effect; activation fold at 20 µM; hits with a dose series show EC50 in µM; 200,000 tested, 0.03% active; in the data active = activation fold from about 3, or a potency from the dose series; inactive = the rest, 99 in 100 with activation fold below about 1.6; note: many of its hits are not listed in these tables
human PMI inhibitors = human PMI inhibitors, high substrate, primary screen, biochemical, fluorescence intensity, high mannose 6-phosphate (AID 1220). recombinant PMI enzyme, coupled fluorescence intensity; higher % means a stronger effect. inhibition, % at 20 µM, or IC50 in µM where a hit was titrated. 190,000 tested, 0.66% active
P. falciparum M17LAP = P. falciparum M17LAP inhibitors, primary screen, biochemical, fluorogenic H-Leu-NHMec substrate, 1536-well (AID 1619) | recombinant M17LAP, H-Leu-NHMec fluorogenic kinetic assay; higher % means a stronger effect | one-dose inhibition, % at 30 µM; IC50 in µM for titrated hits | 220,000 tested, 0.38% active;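 active = compound inhibiting the enzyme by more than half at any dose during confirmatory dose-response retesting; inconclusive = strong single-dose inhibitors picked by rank but not retested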;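 note: plate controls were full reaction with DMSO carrier for no effect and no enzyme background for full effect; strong numbers were not always called active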
T cell modulator vesicle-bound % = second read-out of T cell modulator, no call of its own (marks repeat the call); double positive events, %; measured here: CD8+ vesicle-bound cell fraction;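 binding gate set so that unloaded-vesicle control wells show 10% double positive cells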
* = called active by the depositor; i = inactive; ? = inconclusive; . = not tested or not shown; [ ] = dose if it differs, or a comment. Cut-off read from the data, not from the text of the source, unless noted: active = inhibition above about 50%; inactive = the rest.

SMILES	UTI89 phage lysis	West Nile virus CPE	PMI inhibitors	M1AAP inhibition	RSV antiviral HEp-2	T cell modulator	T cell modulator vesicle-bound %	TNAP activators	human PMI inhibitors	P. falciparum M17LAP
COc1ccc(N(CC(=O)NC2CCCC2)S(=O)(=O)c2c(C)[nH]c(=O)[nH]c2=O)cc1	0.5%	0.0%	-7%	2%	0.2%	i	17	0.9	-4%	4%
COCCSc1ccccc1C(=O)NCc1ccc2c(c1)OCO2	-0.2%	0.4%	0%	3%	1.4%	i	2	1.2	0%	6%
O=c1[nH]c2cccc(F)c2n2cccc12	0.0%	-0.5%	.	.	39%	i	62	.	.	.
C=C(C)Cn1c(CCNC(=O)CC)nc2ccccc21	0.8%	0.1%	-2%	5%	0.3%	i	40	1.1	-5%	-1%
COc1ccc(-c2noc(CCCC(=O)NCCc3ccccc3)n2)cc1OC	-0.4%	-1.1%	2%	0%	-0.4%	i	25	1.1	-4%	12%
CCc1ccc2[nH]cc(C(=O)OCCOC)c(=O)c2c1	-1.9%	-0.2%	5%	5%	1.2%	i	43	1.1	15%	14%
C/C(=N\Nc1cccc(Cl)c1)C1(C)N(O)C(C)(C)C(c2ccco2)=[N+]1[O-] (stereo not drawn)	11%	-0.6%	.	8%	1.4%	i	40	.	.	0%
CCOC(=O)c1oc2ccccc2c1NC(=O)c1cccc(OC)c1OC	-0.2%	1.4%	3%	-3%	1.3%	i	11	0.9	1%	6%
COc1ccc(/C=C(/NC(=O)c2ccc(C)cc2)C(=O)NCc2ccncc2)cc1	-0.2%	0.1%	.	.	14%	i	20	.	.	.
O=S(=O)(c1ccc(OCC(O)CN2CCc3ccccc3C2)cc1)N1CCOCC1 (stereo not drawn)	0.1%	-0.3%	8%	-3%	-1.7%	i	13	1.2	8%	5%
O=C(Nc1ccc2c(c1)OCO2)C1CC(=O)N(c2cccc(Cl)c2)C1 (stereo not drawn)	0.3%	-0.6%	.	.	1.3%	i	26	.	.	.
FC(F)(F)C1=CC(c2ccc(Cl)cc2)=NCCN1	0.0%	-0.3%	6%	1%	1.4%	i	46	1.1	8%	0%
CC(=O)N1CCN(CC(O)COc2ccc(OCc3ccccc3)cc2)CC1 (stereo not drawn)	5.3%	-1.2%	8%	5%	-0.9%	i	8	1.1	7%	-6%
COCCCn1c2nc3ccccc3nc2c2c(=O)n(Cc3ccc(Cl)cc3)cnc21	10%	-0.2%	0%	12%	45%	i	41	1	-5%	5%
CCn1cnc2scc(-c3ccc(OC)cc3)c2c1=O	0.9%	-0.2%	.	.	5.4%	i	52	.	.	.
NC(=NCCc1c[nH]c2ccccc12)NS(=O)(=O)c1ccc2ccccc2c1	8.2%	-0.3%	6%	7%	15%	i	46	1.1	7%	2%
C/C(=N\NC(=S)NC(C)C)c1ccccc1OC(F)F	0.2%	-1.4%	-12%	4%	0.2%	i	28	1.1	-16%	-1%
Cc1ccccc1-c1nc(C#N)c(NCc2ccco2)o1	0.0%	-1.1%	17%	-3%	?	i	61	1.1	9%	-2%
Cc1ccc(-c2nn(-c3ccccc3)cc2CN(Cc2ccccc2)C(=O)CCC(=O)O)o1	-0.2%	0.1%	21%	13%	0.2%	i	43	1.1	15%	23%
CN(C(=O)Nc1ccc(S(=O)(=O)N(C)C)cc1)C1CCCCC1	-0.1%	-0.7%	2%	-5%	2.7%	i	44	1.1	-2%	-6%
Cc1cccc(NC(=O)c2ccccc2NC(=O)C(C)(C)C)n1	2.5%	-0.8%	8%	4%	0.9%	i	27	1.1	7%	2%
O=C(Cc1ccccc1)Nc1ccccc1N1CCOCC1	1.2%[50 µM]	0.0%	9%	2%	0.5%	i	45	1	12%	-4%
CCN(CC)S(=O)(=O)c1ccc(NC(=O)C(OC)c2ccccc2)cc1 (stereo not drawn)	-0.4%	2.3%	12%	1%	7.0%	i	25	1.1	13%	8%
COC(=O)c1sccc1NC(=S)N1CCC(C(N)=O)CC1	0.2%	-0.3%	12%	-4%	0.7%	i	34	1.2	12%	-1%
CCCC(=O)NC(c1ccc(C)cc1)c1ccc2cccnc2c1O (stereo not drawn)	1.1%	?	.	.	0.6%	i	54	.	.	.
CCN1C(=O)/C(=C2/SC(C)=C(C)N2CC)SC1=S	0.1%	0.2%	8%	1%	-1.9%	i	46	1.1	8%	6%
O=C(NCc1cccnc1)c1cc(-c2ccc(Cl)cc2)oc1C(F)(F)F	0.3%	-0.8%	.	-4%	.	i	45	.	.	13%
Cc1cc(=O)c(C(=O)O)nn1-c1ccccc1F	0.3%	-0.4%	.	.	0.5%	i	7	.	.	.
O=C(/C=C/c1ccccc1)NC(=S)Nc1ccc(N2CCOCC2)cc1	0.1%	-0.8%	16%	8%	1.5%	i	11	1	16%	17%
Cc1nc(C(=O)O)nn1-c1cc(Cl)ccc1Cl	4.3%	0.4%	-6%	6%	1.5%	i	60	1.1	-1%	7%
Cc1ccc(S(=O)(=O)N(CC(=O)NCc2ccco2)Cc2ccccc2F)cc1	1.2%	-0.3%	12%	8%	.	.	.	1.1	12%	8%
NS(=O)(=O)c1ccc(CCNC(=O)NC2(C(F)(F)F)Oc3ccccc3O2)cc1	0.9%	-0.5%	-3%	-3%	2.5%	i	32	0.7	-9%	16%
O=C(c1ccc(Cl)cc1Cl)N1CCC(C(=O)N2CCOCC2)CC1	0.4%	-0.5%	.	.	1.4%	i	50	.	.	.
O=C(NNC(=O)C1CC1)c1cc(Cl)nc2ccccc12	0.0%	0.2%	.	.	2.5%	i	38	.	.	.
Cc1nn(CC(=O)N2CCN(C34CC5CC(CC(C5)C3)C4)CC2)c(C)c1[N+](=O)[O-]	1.8%	-1.0%	.	.	0.8%	i	36	.	.	.
Cc1nnc(NC(=O)C2CCCC2)s1	0.3%	-0.3%	.	.	0.6%	i	71	.	.	.
CCOC(=O)CSc1nc(C)cc(C)c1C#N	-0.3%	0.0%	-2%	-4%	0.8%	i	46	1.1	0%	-8%
CCOC(=O)Cc1csc(N/C(=N/S(=O)(=O)c2ccc(F)cc2F)c2ccccc2)n1	1.1%	0.6%	0%	9%	3.5%	i	37	1.1	-2%	17%
CCN(CC(=O)NC(C)C)C(=O)CCNC(=O)c1ccc(Cl)cc1	0.7%	0.0%	4%	-1%	1.4%	i	53	1	4%	-1%
CCOC(=O)C1=C(C)NC(C)=C(C(=O)OCC)C1c1ccc(O)cc1	-0.2%	0.5%	6%	-7%	0.3%	i	33	1	2%	3%

Looked up above:
UTI89 phage lysis, CCCC(=O)NC(c1ccc(C)cc1)c1ccc2cccnc2c1O (stereo not drawn) : 1.1%
UTI89 phage lysis, O=C(NCc1cccnc1)c1cc(-c2ccc(Cl)cc2)oc1C(F)(F)F : 0.3%
West Nile virus CPE, FC(F)(F)C1=CC(c2ccc(Cl)cc2)=NCCN1 : -0.3%
T cell modulator vesicle-bound %, Cc1nnc(NC(=O)C2CCCC2)s1 : 71

Reformatted: 2 of the compounds above.
NS(=O)(=O)c1ccc(CCNC(=O)NC2(C(F)(F)F)Oc3ccccc3O2)cc1
  UTI89 phage lysis: 0.9%
  West Nile virus CPE: -0.5%
  PMI inhibitors: -3%
  M1AAP inhibition: -3%
  RSV antiviral HEp-2: 2.5%
  T cell modulator: i
  T cell modulator vesicle-bound %: 32
  TNAP activators: 0.7
  human PMI inhibitors: -9%
  P. falciparum M17LAP: 16%

O=C(c1ccc(Cl)cc1Cl)N1CCC(C(=O)N2CCOCC2)CC1
  UTI89 phage lysis: 0.4%
  West Nile virus CPE: -0.5%
  PMI inhibitors: .
  M1AAP inhibition: .
  RSV antiviral HEp-2: 1.4%
  T cell modulator: i
  T cell modulator vesicle-bound %: 50
  TNAP activators: .
  human PMI inhibitors: .
  P. falciparum M17LAP: .

New compounds follow
SMILES	UTI89 phage lysis	West Nile virus CPE	PMI inhibitors	M1AAP inhibition	RSV antiviral HEp-2	T cell modulator	T cell modulator vesicle-bound %	TNAP activators	human PMI inhibitors	P. falciparum M17LAP
COc1ccc(N(CC(=O)Nc2ccc(C(C)C)cc2)S(=O)(=O)c2c(C)noc2C)cc1	0.1%	?	.	.	5.3%	i	7	.	.	.
O=C(NCCN1CCOCC1)c1cc(Cl)ccc1[N+](=O)[O-]	.	-0.7%	0%	10%	1.3%	i	5	1.1	-13%	-8%
CC(C)[C@H](NC(=O)N1c2ccccc2NC(=O)[C@@H]1C(C)C)C(=O)N[C@@H](Cc1c[nH]c2ccccc12)C(=O)O	0.7%	-0.5%	.	.	0.3%	i	10	.	.	.
C/C(=N\NC(=O)CSc1nc(C)cc(C)n1)c1ccc2c(c1)OCCO2	-0.1%	-0.4%	-1%	6%	1.4%	i	40	1.1	6%	39%
COc1ccc(C(=O)CSc2n[nH]c(C)n2)cc1[N+](=O)[O-]	.	0.3%	-5%	-8%	-2.2%	i	36	1.2	-4%	-3%
COc1ccc(-c2cc3ccccc3s2)cc1[C@H]1[C@H]2C=CC[C@@H](C)[C@@H]2C(=O)N1Cc1ccccc1	0.3%	0.1%	.	-4%	4.7%	i	48	.	.	7%
Cn1nc(C(F)(F)F)c(C#N)c1N1CCN(c2ccccc2)CC1	3.2%	-0.4%	17%	1%	4.7%	i	16	1.1	13%	-15%
O=C(COC(=O)C1CCCN1C(=O)c1cccs1)c1ccccc1 (stereo not drawn)	-0.5%	0.2%	6%	0%	-0.1%	i	5	1.2	6%	-3%
O=C(CSc1cccc2cccnc12)Nc1ccc(S(=O)(=O)N2CCOCC2)cc1	0.1%	0.1%	.	9%	1.7%	i	32	.	.	-6%
CCN(CC)S(=O)(=O)c1ccc(S(=O)(=O)N2CCCC(C(=O)NC3CC3)C2)cc1 (stereo not drawn)	-0.2%	-2.0%	.	.	3.7%	i	15	.	.	.
Cc1nc(-c2coc3cc(C)c(N=O)c(O)c3/c2=N\N)cs1	0.9%	1.0%	-5%	8%	2.3%	i	35	1.1	0%	6%
COc1cccc(NC(=O)Cn2c(=O)n(-c3cc(OC)c(OC)c(OC)c3)c(=O)c3ccccc32)c1	0.0%	-1.0%	15%	0%	-0.5%	i	26	1.1	11%	4%
O=C(O)c1ccc2c(c1)CC(c1ccccc1)OC2=O (stereo not drawn)	-0.2%	0.1%	.	-2%	0.9%	i	0	.	.	-17%
CCc1ccc(Nc2c([N+](=O)[O-])c(=O)oc3ccccc23)cc1	-1.0%	-1.0%	.	8%	5.7%	i	16	.	.	21%
CCOC(=O)C1=C(c2ccccc2)N(C)C(=O)NC1c1ccc(O)c(OC)c1 (stereo not drawn)	-0.5%	-0.3%	11%	-3%	0.2%	i	8	1	22%	-5%

Screens as filed in PubChem.
